Bioassay records deposited in PubChem BioAssay by National Center for Advancing Translational Sciences (NCATS).
IL2 activator = qHTS of IL-2 Activators; 0.065% of 360,000 active; activation, % (series mostly up to about 46 µM); IL-2 activation reporter assay, cell-based qHTS; stimulated with anti-CD3/CD4/CD28 beads; in transgenic mouse T cells; in the data active = activation above about 50%; inconclusive = mostly about 30% to 49%; also: 0% is about no effect
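Screening format: compound pinned onto unstimulated transgenic mouse T cells, 60 min incubation, then anti-CD3/anti-CD4/anti-CD28 bead stimulation for 18 hours at 37 degrees C, followed by EGFP and DsRed detection.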
PI5P4Ka inh = qHTS for Inhibitors of phosphatidylinositol 5-phosphate 4-kinase (PI5P4K); max response, %; 1.2% of 330,000 active; Phosphatidylinositol 5-phosphate 4-kinase type-2 alpha (Homo sapiens), P48426; PI5P4Kalpha enzyme, ADP-Glo luminescence, 60 min; hits give low values; AID 652105, 2013; active = max response of -50% or lower; inconclusive = between -30% and -50%; inactive = -30% or higher; also: value at the top dose of about 77 µM; % is scaled to controls: 0 for no effect and ±100 for the full control effect
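Luminescence from ADP-Glo served as readout of PI5P4Kalpha activity in a qHTS format. Reaction: enzyme, substrate, compound, ATP at 5 microM final, 60 min at RT.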
WRN helicase inh = qHTS for Inhibitors of WRN Helicase; 0.46% of 360,000 active; Bifunctional 3'-5' exonuclease/ATP-dependent helicase WRN (Homo sapiens), Q14191; WRN helicase unwinding, fluorescent forked duplex, kinetic; Potency, µM (top dose mostly 114 µM), for the others: at the top dose activity change, negative = inhibition, hits mostly inhibitors; also: potency is read from the fitted curve at half-maximal effect; % is scaled to controls: 0 for no effect and ±100 for the full control effect; nearly all actives have a fitted effect of over 55% in size
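Kinetic red-fluorescence monitoring (525/598 nm) tracks WRN helicase activity after 100 nM fluorophore-quencher forked duplex and 2 mM ATP are added to 20 nM enzyme pretreated 15 min at room temperature with compound.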
D3 antag = qHTS of D3 Dopamine Receptor Antagonist: qHTS. D3R cells, DiscoveRx beta-arrestin luminescence, antagonist mode; hits give low values. max response, negative = inhibition, %. 2.5% of 360,000 active; in the data active = max response below about -50%; inconclusive = no clear call, values can overlap the other calls; also: % is scaled to controls: 0 for no effect and ±100 for the full control effect; mostly tested at two doses, the higher about 12 µM
Target sequence (P35462 whole entry, looked up): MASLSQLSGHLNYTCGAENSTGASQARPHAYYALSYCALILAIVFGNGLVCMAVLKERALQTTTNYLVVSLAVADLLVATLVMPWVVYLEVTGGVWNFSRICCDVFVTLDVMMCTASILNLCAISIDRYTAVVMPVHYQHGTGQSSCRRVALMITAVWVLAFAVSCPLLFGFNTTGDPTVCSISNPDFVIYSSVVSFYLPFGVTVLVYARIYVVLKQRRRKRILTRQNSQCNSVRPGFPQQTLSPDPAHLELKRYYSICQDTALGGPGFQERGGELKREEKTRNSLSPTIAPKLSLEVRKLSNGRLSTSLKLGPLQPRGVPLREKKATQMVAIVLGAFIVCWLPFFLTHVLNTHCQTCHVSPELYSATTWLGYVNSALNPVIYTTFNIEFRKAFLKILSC
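Cells expressing the human receptor were seeded at 1500 cells/well, incubated overnight at 37 degrees C in 5% CO2, then exposed to library compounds with dopamine controls for 90 minutes at 37 degrees C before luminescent detection.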
GLP1R inv ag = qHTS of GLP-1 Receptor Inverse Agonists (Inhibition Mode); Glucagon-like peptide 1 receptor (Homo sapiens), P43220; HEK293 GLP-1R CRE-luciferase, luminescence, 24 h; GLP-1R form is constitutively active; Potency, µM (highest dose often 38.3 µM), inactives show top-dose activity change, negative = inhibition, most hits filed as inhibitors; 1.6% of 410,000 active; also: potency is read from the fitted curve at half-maximal effect; % is scaled to controls: 0 for no effect and ±100 for the full control effect; nearly all actives have a fitted effect of over 55% in size
Target sequence (P43220 whole entry, looked up): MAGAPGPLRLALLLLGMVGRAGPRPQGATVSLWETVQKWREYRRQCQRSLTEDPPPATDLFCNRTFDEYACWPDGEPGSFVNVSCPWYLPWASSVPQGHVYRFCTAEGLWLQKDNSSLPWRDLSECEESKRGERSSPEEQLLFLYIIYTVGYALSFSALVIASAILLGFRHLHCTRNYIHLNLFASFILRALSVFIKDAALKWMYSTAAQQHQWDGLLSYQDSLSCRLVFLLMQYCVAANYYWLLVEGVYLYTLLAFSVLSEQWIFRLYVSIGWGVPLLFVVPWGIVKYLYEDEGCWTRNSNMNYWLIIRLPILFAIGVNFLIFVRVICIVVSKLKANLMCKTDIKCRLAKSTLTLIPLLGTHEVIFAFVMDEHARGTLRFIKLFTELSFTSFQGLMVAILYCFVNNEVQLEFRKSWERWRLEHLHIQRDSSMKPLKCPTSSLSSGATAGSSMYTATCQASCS
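Inverse agonists were sought by their lowering of basal cAMP reporter luciferase output in HEK293 cells stably carrying constitutively active human GLP-1R, after 24 h compound treatment.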
PLK1 PBD inh = qHTS for Inhibitors of PLK1-PDB (polo-like kinase 1 - polo-box domain): Primary Screen; 2.8% of 360,000 active; Potency, µM, for inactives: max response, negative = inhibition, hits mostly inhibitors; AID 720504, 2013; Plk1 PBD binding of FITC phosphopeptide, fluorescence polarization; Serine/threonine-protein kinase PLK1 (Homo sapiens), P53350; also: potency is read from the fitted curve at half-maximal effect; series mostly up to about 57 µM; % is scaled to controls: 0 for no effect and ±100 for the full control effect; nearly all actives have a fitted effect of over 65% in size
GLP1R ag = qHTS of GLP-1 Receptor Agonists. AID 624172, 2012. Glucagon-like peptide 1 receptor (Homo sapiens), P43220. Potency, µM (doses to about 45.6 µM), for inactives: at the highest dose activation, actives largely listed as activators. 0.007% of 380,000 active. HEK293 GLP-1R CRE-luciferase, luminescence, 4-6 h; cells express a hypersensitive GLP-1R form; also: potency is read from the fitted curve at half-maximal effect; % of control where 0% means no effect
DRD3 agonist = qHTS of D3 Dopamine Receptor Agonist: qHTS; D(3) dopamine receptor (Homo sapiens), P35462; D3R DiscoveRx beta-arrestin cells, luminescence, 90 min; max activation, %; 0.58% of 410,000 active; AID 652048, 2013; in the data active = max activation above about 30%; also: 0% is about no effect; mostly tested at two doses, the higher about 12 µM
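Agonist mode: compounds and dopamine controls were applied to plated cells for 90 min at 37 degrees C after an overnight attachment at 1500 cells/well. Luminescent read-out followed 30 - 60 minutes at room temperature with DiscoveRx detection reagent.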
GLP1R cytotox = qHTS of GLP-1 Receptor Inverse Agonists: Cytotox Screen | 0.13% of 410,000 active | HEK293 cAMP-luciferase reporter cells, luminescence, 24 h | AID 624418, 2012 | Potency, µM (top dose mostly 38.3 µM), without a hit: top-dose activity change, negative = inhibition, most hits filed as inhibitors;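 also: loss of luciferase light is scored as toxicity; potency is read from the fitted curve at half-maximal effect; % is scaled to controls: 0 for no effect and ±100 for the full control effect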
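A 23 nL compound transfer followed 12 hours of cell culture at 37 deg C; exposure then lasted 24 hr. Luciferase assay detection reagent was dispensed and plates read for luminescence after a 12 min room-temperature wait.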
The depositor's hits bear a star; ? = inconclusive; nt = no result given; & = joins results of further samples; [ ] = another dose, or the depositor's remark. Unless noted, calls follow the shape of the dose curve; as a rule, active = well fitted curve in the direction sought with a large enough effect; inconclusive = small, poorly fitted or top-dose-only effect, or another doubt; inactive = no such curve, though single readings can be large; an effect the other way counts as inactive or inconclusive.

SMILES	IL2 activator	PI5P4Ka inh	WRN helicase inh	D3 antag	GLP1R inv ag	PLK1 PBD inh	GLP1R ag	DRD3 agonist	GLP1R cytotox
O=C(NCc1ccccc1Cl)c1cc2ccccc2oc1=O	-0.5	2	-27%	1	1%	-8%	-7%	1	0%
COc1cccc(C(=O)Nc2cc(NC(=O)c3cccs3)ccc2C)c1	0.8	-2	7%	6	-8%	6%	6%	-8	-5%
Cn1c(SCC(=O)c2ccc(F)cc2)ncc(C(=O)Nc2ccccc2)c1=O	-3.4	0	3%	-10	2%	-3%	-3%	4	0%
CCOC(=O)c1sc(NC(=O)c2cc(-c3ccc(C)cc3)nc3ccccc23)c(C#N)c1C	-0.4	-24	-21%	3	18%	2.7µM*	-2%	7	-7%
CCOc1cccc(-c2nnc3sc(COc4ccc(Cl)cc4)nn23)c1	0.0	-5	3%	17	-5%	0%	-15%	6	-5%
O=C(COC(=O)C1=COCCO1)Nc1ncc(Cl)cc1Cl	-1.5	?	-18%	1	5%	-15%	-17%	1	0%
O=C(NC1CCCCCCC1)c1cc(-c2ccccn2)nc2ccccc12	-3.2	-29	9%	17	0%	27µM*	4%	-2	11%
COc1cccc(/C=N/NC(=O)c2nnn(-c3nonc3N)c2C(C)C)c1OCc1ccc(F)cc1	-3.2	-4	-7%	-4	?	-21%	-2%	3	4%
OCCNCCCOc1ccc(Cl)cc1Br	-1.5	15	2%	-64*	-1%	-4%	7%	-4	-18%
S=C1NC2=C(C(c3ccc(Br)cc3)N1)N1CCC2CC1 (configuration not stated)	0.7	0	-5%	-27	-15%	-19%	-5%	-20	-24%
O=C(/C(C=Nc1ccc(Br)cc1)=C(/O)c1ccco1)C(F)(F)F	4.8	-6	0%	-6	-24%	-5%	-5%	1	42%[activator]
CC(C)(C)c1ccc(SC2=C[C@@]3(O)CC[C@@H](O)[C@@](Sc4ccc(C(C)(C)C)cc4)(C2=O)[C@H]3O)cc1	-0.9	-7	-4%	23	?	-24%	-8%	8	?
COc1ccc(OC(C)C(=O)NCCC2=CCCCC2)cc1 (configuration not stated)	-0.2	0	9%	-7	11µM*	-11%	25%	2	-6%
COc1ccc(CCNC(=O)c2ccc3c(c2)N(Cc2ccc(F)cc2)CCS3)cc1OC	-3.9	-11	14%	2	?	30µM*	17%	-5&-13	-9%&0%
CCN1CCN(c2ccc(Cl)cc2NC(=O)c2ccc(-n3nc(C)cc3C)cc2)CC1	0.0	6	-3%	-8	?	-9%	6%	-13	-29%
O=C(NCCNS(=O)(=O)c1cccc(C(F)(F)F)c1)c1cc(OCC(F)(F)F)ccc1OCC(F)(F)F	-1.7	5	-15%	-12	55%[activator]	-6%	6%	5	6%
Cc1c(C)n(-c2ccc(Cl)cc2)c2ncnc(N)c12	-0.2	-22	1%	-14	-17%	-19%	19%	-6	2%
COc1ccc(-c2cn(CCC(=O)O)c(-c3ccc(Cl)nc3)n2)cc1	-2.1	-2	0%	37	16%	-3%	-1%	52*	0%
COC(=O)CN(C)C(=O)c1ccc(OC)c(OC2CCN(C(C)C)CC2)c1	-2.2	-1	8%	3	18%	-2%	1%	-3	-7%
CN(C)S(=O)(=O)Nc1ccc(-c2cn3ccsc3n2)cc1	nt	nt	nt	nt	12%	nt	11%	3	0%
Cc1cccc(COCC(CC(C)C)N2CCN(C(=O)c3ccc(C(F)(F)F)cc3)CCC2=O)c1 (configuration not stated)	-0.7	0	1%	-12	?	-6%	2%	-7	-21%
Cn1c(/N=C/c2cccs2)nc2ccccc21	0.5	nt	-7%	-2	0%	-3%	-1%	-4	11%
O=C(CNC(=O)c1ccc(Br)cc1)NCC(=O)OCC(=O)c1ccc(F)cc1	-4.7	5	3%	3	11%	-8%	-3%	-2	-10%
CC(Nc1ccc([N+](=O)[O-])cc1[N+](=O)[O-])c1ccccc1 (configuration not stated)	-0.1	1	-6%	-22	?	-7%	3%	4	0%
COc1ccccc1NC(=O)CN(C)S(=O)(=O)c1ccc(F)cc1	0.9	4	-5%	25	-4%	-1%	1%	7	-13%

The list continues:
SMILES	IL2 activator	PI5P4Ka inh	WRN helicase inh	D3 antag	GLP1R inv ag	PLK1 PBD inh	GLP1R ag	DRD3 agonist	GLP1R cytotox
Cc1cc(-n2c(SCCC#N)nnc2-c2cccnc2)ccc1Cl	-1.7	nt	5%	-11	0%	-6%	-1%	19	3%
CC(C)(C)c1ccc(C(=O)NC(=O)COC(=O)CCS(=O)(=O)c2ccccc2)cc1	-1.2	1	0%	?	5%	-6%	-1%	-14	7%
COc1ccc(OCc2cccc(C(=O)NN)c2)cc1	-0.4	-7	5%	2	?	4%	-4%	2	1%
O=C(Nc1ncc2c(n1)-c1ccccc1OC2)c1ccc(Cl)cc1Cl	-2.2	1	-3%	7	0%	-8%	-10%	4	5%
COc1ccc(S(=O)(=O)Nc2nnc(C)s2)cc1	0.7	nt	7%	24	-6%	?	-6%	1	-11%
Cc1cc(N2CCOCC2)nc2ccc(NC(=S)NC(C)C)cc12	-0.6	0	1%	-11	-5%	-10%	23%	-1	-5%
CCCc1cc(NCC2CCCO2)n2c(nc3ccccc32)c1C#N (configuration not stated)	-2.4	nt	-2%	-15	0%	-1%	3%	1	208%[activator]
O=C(CCN1CCN(S(=O)(=O)c2ccc(Br)cc2)CC1)Nc1ccccc1F	-0.2	-2	-2%	-7	-6%	-23%	2%	1	7%
Cc1ccc(CC(=O)Nc2nc3c(s2)CCCC3)cc1	2.0	-5	-6%	5	?	-8%	6%	0	-11%
CCC(C)(C)NC(=O)C(c1cccn1C)N(C(=O)Cn1nnc2ccccc21)c1ccccc1OC (configuration not stated)	0.8	0	-4%	-3	?	1%	-25%	5	-16%
CCCCNC(=O)COC(=O)CCC(=O)c1ccc(Cl)cc1	0.5	2	-6%	-8	3%	-14%	-1%	6	7%
O=C(c1cccn2c(=O)c3ccccc3nc12)N1CCN(Cc2ccc3c(c2)OCO3)CC1	-1.6	nt	3%	-12	56%[activator]	-5%	6%	-43	97%[activator]
c1cnc(N2CCN(Cc3ccc4c(c3)OCO4)CC2)cn1	2.9	-6	3%[57.1 µM]	-11	17%	3%	0%	16	1%
CC(=O)c1ccccc1C(=O)N1CCC(CCC(=O)NCc2ccc(F)cc2)CC1	-2.4	2	9%	-18	21%	-5%	7%	-5	-5%
CCOC(=O)/C=C/C(=O)OCC(=O)NCc1ccccc1	-0.5	0	-21%	-8	45%[activator]	-4%	-5%	1	-28%
CCN(C1CCCCC1)S(=O)(=O)CCNC(=O)c1ccc(OC)cc1	-1.0	-15	6%	4	-20%	4%	-1%	-7	-1%
Cc1ccc(Cc2nc(-c3cccnc3)no2)cc1	-0.7	3	-15%	10	39%[activator]	0%	23%	2	-1%
Cn1nnc(-c2ccc(OCc3ccccc3F)cc2)n1	1.9	0	1%	7	3%	-6%	-11%	1	4%
CCN1CCc2nc(NC(=O)CC(c3ccccc3)c3ccccc3)sc2C1	-0.6	-2	1%	-11	-3%	2%	-9%	-2	-12%
O=C(COC(=O)c1oc2ccccc2c1CSc1ccc(Cl)cc1)NC1CCCC1	-3.9	9	-1%	-19	?	-14%	-4%	-4	6%
O=C(CCCCCCN1C(=O)c2ccccc2C1=O)NC1CCCCC1	-3.4	1	1%[57.1 µM]	7	27%	-4%	-1%	4	1%
O=S(=O)(Nc1ccc(S(=O)(=O)Nc2ncccn2)cc1)c1ccc(Cl)cc1	-0.3	-3	-2%	6	8%	-5%	0%	0	-16%
COc1cc(OC)c(NC(=O)c2ccc(Br)o2)cc1Cl	0.5	-5	-11%	-8	-16%	-14%	-2%	-5	-18%
OCC[C@@H]1C[C@@H](O)[C@H](O)[C@]2(CCCO2)O1	-0.4	1	3%	-23	1%	3%	-3%	13	1%
Cc1oc2cc(OC(C)C(=O)O)ccc2c(=O)c1Oc1ccccc1 (configuration not stated)	0.7	6	-8%	4	12%	-11%	3%	-1	68%[activator]

(listing goes on)
SMILES	IL2 activator	PI5P4Ka inh	WRN helicase inh	D3 antag	GLP1R inv ag	PLK1 PBD inh	GLP1R ag	DRD3 agonist	GLP1R cytotox
COc1ccc(C2CC(=O)Oc3c(C(CCN4CCCC(C)C4)c4ccc(N(C)C)cc4)c(OC)cc(OC)c32)cc1 (configuration not stated)	-0.4	9	1%	6	9%	-3%	6%	-30	?
O=C(COC(=O)C1CCCC1)Nc1ncc(Cl)cc1Cl	-0.8	?	-34%	25	6%	-15%	0%	6	0%
COc1cccc(-n2c(COc3ccc(C)cc3)nnc2SCC(N)=O)c1	2.0	nt	-6%[57.1 µM]	-17	-16%	-7%	3%	-11	-14%
Cc1ccc(NC(=O)c2cc(S(=O)(=O)N3CCOCC3)cs2)cc1	-4.1	-1	9%	-7	?	-13%	0%	-4	?
O=C(CNC(=O)COc1ccccc1)NCCN1CCOCC1	0.9	4	2%	-6	17%	-10%	-5%	-4	1%
Brc1ccc2nc(C3CCCCC3)c(Cc3ccsc3)n2c1	0.2	-7	3%	20	-26%	-4%	0%	3	2%
Cc1[nH]n(-c2ccc([N+](=O)[O-])cc2)c(=O)c1C=NCCc1ccc(S(N)(=O)=O)cc1	0.3	-2	-34%	0	1%	5%	16%	-1	-12%

2 compounds picked at random from the list so far:
SMILES	IL2 activator	PI5P4Ka inh	WRN helicase inh	D3 antag	GLP1R inv ag	PLK1 PBD inh	GLP1R ag	DRD3 agonist	GLP1R cytotox
CCOC(=O)/C=C/C(=O)OCC(=O)NCc1ccccc1	-0.5	0	-21%	-8	45%[activator]	-4%	-5%	1	-28%
COc1cc(OC)c(NC(=O)c2ccc(Br)o2)cc1Cl	0.5	-5	-11%	-8	-16%	-14%	-2%	-5	-18%

Hits appear at their usual frequency; any-hit rate near 7.8%.
